A-T KAP1 phos: candidate therapy for ataxia-telangiectasia. […] A-T fibroblasts, KAP-1 phosphorylation AlphaLISA; neocarzinostatin DNA damage 30 min before lysis. Potency, µM (top dose mostly 57.5 µM), for the others: top-dose activation, actives largely listed as activators. actives 0.19% (n = 320,000); further: potency means the concentration at half of the fitted maximal effect; % of control where 0% means no effect; nearly all actives have a fitted effect of over 45% in size
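ATM-like activity read as KAP-1 phosphorylation via AlphaLISA donor/acceptor antibody pairs after lysis and 6 hr at 25C. Cells were ATM-null patient fibroblasts ([…], hTERT), dosed 60 min, then exposed to the DSB inducer NCS for 30 min.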
TSHR antag: human thyrotropin receptor antagonism; TSHR-expressing cells, TSH-stimulated cAMP HTRF, 2 h; hits give low values; activity change, negative = inhibition, % at 11.5 µM; actives 0.2% (n = 330,000);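 active means activity change below a set negative limit, meaning inhibition stronger than a set level, cut at about -70% in these data; inconclusive means activity change between two set negative limits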; further: on the % scale 0 is the no-effect control and ±100 the full control effect
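Competitive HTRF cAMP read-out (cryptate anti-cAMP antibody, cAMP-d2; 30 min, room temperature) in freshly harvested TSHR cells. Compounds added before TSH at EC80 (4nM final), followed by 2 hours' incubation at 37 deg C.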
KCNH2 WT inh: blocks the wildtype human KCNH2 potassium channel. Q12809. activity change, % at 1.84 µM. AID 720551. U2OS, BacMam KCNH2, thallium flux FluxOr; hits give low values. actives 0.37% (n = 340,000);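 active means maximum activity change below -70%; inconclusive means maximum activity change between -70% and -50%; inactive means maximum activity change above -50%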; further: on the % scale 0 is the no-effect control and ±100 the full control effect
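U2OS cells transduced with wild-type KCNH2 virus are loaded with FluxOr dye for 45 min, and thallium flux is measured in kinetic reads before and after stimulation buffer. Rate constants are normalized to DMSO controls.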
ELG1 DNA repair: inhibitors of ELG1-dependent DNA repair in HEK293T cells. actives 2.3% (n = 330,000). Potency, µM (doses to about 46.1 µM), for the others: at the top dose activity change, negative = inhibition, most hits filed as inhibitors. AID 504467. HEK293T ELG1-luciferase reporter, luminescence, 16 h; DNA damage induced by 5-fluorouridine; further: potency means the concentration at half of the fitted maximal effect; on the % scale 0 is the no-effect control and ±100 the full control effect; nearly all actives have a fitted effect of over 55% in size
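Luminescence from the luciferase reporter, measured 30 min after ONE-Glo reagent at room temperature, was the read-out. Beforehand, 2,000 cells per well were exposed for 16 hr at 37 °C to 5-fluorouridine together with compound or vehicle.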
TRPV1 agonist: activates the human vanilloid receptor TRPV1 | Q8NER1 | TRPV1-expressing cells, Fluo-8 calcium influx, agonist mode | activation, % at 8.33 µM | actives 0.19% (n = 320,000) | AID 540275; in the data active means activation above about 80%; inconclusive means between about 30% and that limit; further: 0% is about no effect
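TRPV1-expressing cells were cultured overnight at 35.5C and loaded with Fluo-8 calcium dye for 40 to 90 min at room temperature. After a 10 s baseline, compound was added and calcium influx was read kinetically for 3 min (ex 480/em 520 nm).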
USP2a block: blocks human ubiquitin-specific protease USP2a; O75604; Potency, µM (top dose mostly 38.3 µM), without a hit: top-dose activity change, negative = inhibition, actives largely listed as inhibitors; USP2 core, Ub-CHOP2 coupled fluorogenic reporter, 485/531; AID 463254; actives 0.01% (n = 330,000);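 further: potency means the concentration at half of the fitted maximal effect; plate controls were DMSO wells for no effect and full inhibition by NEM control for full effect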
Target sequence (O75604 whole entry, looked up): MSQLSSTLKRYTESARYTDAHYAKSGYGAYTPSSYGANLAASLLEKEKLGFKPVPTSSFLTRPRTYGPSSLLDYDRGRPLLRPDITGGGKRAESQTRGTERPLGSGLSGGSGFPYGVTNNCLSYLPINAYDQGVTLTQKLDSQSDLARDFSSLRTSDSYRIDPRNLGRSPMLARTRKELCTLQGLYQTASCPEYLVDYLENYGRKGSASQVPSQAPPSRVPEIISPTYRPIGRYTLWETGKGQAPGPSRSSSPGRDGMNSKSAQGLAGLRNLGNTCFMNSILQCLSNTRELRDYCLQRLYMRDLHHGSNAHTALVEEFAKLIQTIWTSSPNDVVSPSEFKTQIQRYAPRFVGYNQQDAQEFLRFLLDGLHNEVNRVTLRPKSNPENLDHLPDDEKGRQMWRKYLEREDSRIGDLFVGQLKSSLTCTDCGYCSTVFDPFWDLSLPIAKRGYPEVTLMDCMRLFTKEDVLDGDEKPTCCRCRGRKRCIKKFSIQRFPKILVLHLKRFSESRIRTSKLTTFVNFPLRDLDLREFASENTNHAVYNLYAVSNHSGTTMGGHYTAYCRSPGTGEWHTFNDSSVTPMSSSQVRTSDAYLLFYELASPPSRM
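Cell-free coupled assay: 10nM USP2 core preincubated 30min RT with compound in Tris-HCl pH 8.0/CaCl2/CHAPS buffer, then 25nM Ub-CHOP2 and 25nM reporter substrate; fluorescence (Ex 485/Em 531) read after 60min RT, normalized to NEM inhibition, concentration-response curves fitted.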
Mito fusion act: inhibitors of mitochondrial division or activators of mitochondrial fusion; S. cerevisiae fusion-defective mutant growth rescue, CellTiterGlo 48 h; Potency, µM (titrated, usually from 46.1 µM), inactives show top-dose growth rescue (activation), actives largely listed as activators; actives 0.23% (n = 320,000); AID 485298;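 further: potency means the concentration at half of the fitted maximal effect; % of control where 0% means no effect; nearly all actives have a fitted effect of over 45% in size; temperature-sensitive fusion mutants such as fzo1-1 at 37 °C on non-fermentable ethanol glycerol medium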
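Growth-rescue viability read-out: after 48 h at the non-permissive 37C in glycerol/ethanol YPEG, yeast mitochondrial fusion mutants are measured by CellTiterGlo luminescence; compounds (23 nl pinned per well) restoring growth score as division inhibitors or fusion activators.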
TCR act: T cell receptor activation. primary human leukocytes, anti-CD3, IL-2 HTRF, 48 h. Potency, µM (series often up to 9.22 µM), inactives show at the highest dose activation of IL-2 secretion, hits mostly activators. 330,000 tested, under 10 active; further: % of control where 0% means no effect
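Primary human leukocytes receive a-CD3 beads and test compound and are incubated 48 hr. Secreted IL-2 is then assayed by HTRF, measuring 665nm acceptor emission after 320nm excitation of the europium donor.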
Eya2 phos inh: inhibitors of human Eya2 phosphatase activity; actives 0.006% (n = 330,000); recombinant Eya2, OMFP fluorescence dephosphorylation (OMFP is methylfluorescein phosphate); Potency, µM (top dose mostly 76.9 µM), without a hit: at the top dose activity, negative = inhibition, hits mostly inhibitors; O00167; AID 488837; further: potency means the concentration at half of the fitted maximal effect; on the % scale 0 is the no-effect control and ±100 the full control effect
Target sequence (O00167 whole entry, looked up): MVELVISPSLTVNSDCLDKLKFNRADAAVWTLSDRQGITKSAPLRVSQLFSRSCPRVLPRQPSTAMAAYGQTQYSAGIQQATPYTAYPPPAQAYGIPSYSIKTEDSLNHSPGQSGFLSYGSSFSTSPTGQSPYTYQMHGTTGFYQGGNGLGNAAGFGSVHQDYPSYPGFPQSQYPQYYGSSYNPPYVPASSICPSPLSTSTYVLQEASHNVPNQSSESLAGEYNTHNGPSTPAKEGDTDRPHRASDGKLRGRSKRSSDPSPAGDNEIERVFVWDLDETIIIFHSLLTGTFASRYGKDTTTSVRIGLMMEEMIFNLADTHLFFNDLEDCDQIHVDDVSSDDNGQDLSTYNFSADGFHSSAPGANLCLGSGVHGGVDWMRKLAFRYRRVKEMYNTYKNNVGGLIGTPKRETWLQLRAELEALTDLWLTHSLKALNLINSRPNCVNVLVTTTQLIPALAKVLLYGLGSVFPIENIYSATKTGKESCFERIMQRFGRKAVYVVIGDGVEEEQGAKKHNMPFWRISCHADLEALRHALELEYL
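Eya2 protein (added as 0.2 uM solution) was preincubated with compound for 10 min at ambient temperature in 50 mM HEPES pH 7.5, 50 mM NaCl, 5 uM MgCl2, 0.05% BSA, 1 mM DTT. OMFP (added at 50 uM) then reacted 10 min; fluorescence read at 485/525 nm.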
KCNH2 3.1 block: blocks the human KCNH2 3.1 channel isoform; U2OS KCNH2 3.1, thallium flux FluxOr; hits give low values; activity change, % (tested at about 1.8 µM); actives 0.95% (n = 340,000); AID 720553;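 active means maximum activity change below -70%; inconclusive means maximum activity change from -70% to -50%; inactive means maximum activity change above -50%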;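 further: thallium influx rate constant from kinetic fluorescence after stimulation buffer; on the % scale 0 is the no-effect control and ±100 the full control effect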
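Steps: virus added to U2OS suspension (4 h, RT, dark); medium with 10% FBS added, cells plated, 37 C overnight; FluxOr/Red40 loading buffer 45 min RT; stimulation buffer, 2 min kinetic read; rate constant normalized.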
An asterisk follows results filed as active; ? = inconclusive; . = no result given; [ ] = dose if it differs, or a comment. Unless noted, the call rests on the fitted dose curve; in most records, active means well fitted curve in the direction sought with a large enough effect; inconclusive means small, poorly fitted or top-dose-only effect, or another doubt; inactive means no such curve, though single readings can be large; an effect the other way counts as inactive or inconclusive. An excerpt; rates above refer to the full screens.

item	Structure	A-T KAP1 phos	TSHR antag	KCNH2 WT inh	ELG1 DNA repair	TRPV1 agonist
1	O=C(COC(=O)C1CCC(=O)N1)Nc1cccc([N+](=O)[O-])c1 (configuration not stated)	8%	-9	5	?	.
2	Cc1ccc(C#CC(C)(O)C(C)(C)C)cn1 (configuration not stated)	?	-11	10	8%	-6
3	Cc1noc(C)c1C(=O)NC1CCCc2ccccc21 (configuration not stated)	0%	4	7	0%	-1
4	Cc1cc(C)n(-c2nnc(C)n2NS(C)(=O)=O)n1	3%	9	0	-1%	0
5	Cn1c2ccccc2c2cc(C(=O)O)ccc21	.	-8	-26	5%	-4
6	CCNC(=S)N1C2CCC1CC(NC(=O)NC1CCCCC1)C2 (configuration not stated)	-12%	-3	5	0%	-2
7	CCC(O)c1cc2c(cc1NC(=O)c1ccc(C)cc1)OCCO2 (configuration not stated)	5%	3	-8	19%	6
8	Cc1nnc(NC(=O)c2ccccc2F)s1	-7%	-4	-13	?	-6
9	Cc1ccc(C2CC(=O)NC(SCC(=O)OCc3ccccc3)=C2C#N)o1 (configuration not stated)	-3%	15	0	-15%	7
10	CCC1Oc2ccccc2N(CC(=O)NCC2CCCO2)C1=O (configuration not stated)	-1%	-12	-11	-1%	-2

item	USP2a block	Mito fusion act	TCR act	Eya2 phos inh	KCNH2 3.1 block
1	5%	.	.	-29%	14
2	3%	5%	-2%	19%	6
3	0%	-2%	1%	-3%	10
4	1%	-4%	3%	-16%	-6
5	-1%	2%	-6%	7%	-3
6	3%	-4%	-12%	6%	-1
7	3%	17%	-3%	4%	-6
8	4%	-1%	-3%	0%	2
9	3%	1%	7%	26%	0
10	0%	-4%	-8%	-3%	6

In another format: three of the compounds above.
Order of values: A-T KAP1 phos, TSHR antag, KCNH2 WT inh, ELG1 DNA repair, TRPV1 agonist, USP2a block, Mito fusion act, TCR act, Eya2 phos inh, KCNH2 3.1 block
(7) CCC(O)c1cc2c(cc1NC(=O)c1ccc(C)cc1)OCCO2 (configuration not stated)
 : 5%, 3, -8, 19%, 6, 3%, 17%, -3%, 4%, -6
(8) Cc1nnc(NC(=O)c2ccccc2F)s1
 : -7%, -4, -13, ?, -6, 4%, -1%, -3%, 0%, 2
(9) Cc1ccc(C2CC(=O)NC(SCC(=O)OCc3ccccc3)=C2C#N)o1 (configuration not stated)
 : -3%, 15, 0, -15%, 7, 3%, 1%, 7%, 26%, 0

(further entries)
item	Structure	A-T KAP1 phos	TSHR antag	KCNH2 WT inh	ELG1 DNA repair	TRPV1 agonist
11	Cc1ccccc1N1CCN(C2CCCN(C(=O)CCC3(C)CC3)C2)CC1 (configuration not stated)	-8%	6	0	-9%	6
12	O=C(/C=C/c1ccco1)Nc1ccc(CN2CCOCC2)cc1	-5%	-2	14	?	3
13	CCC1=NN2C(=N)/C(=C\c3ccc(OCCOc4ccccc4)c(OC)c3)C(=O)N=C2S1	4%	-7	.	-5%	3
14	Cc1noc(NS(=O)(=O)c2ccc(NC(=O)C34CC5CC(C3)CC(n3cnc(Br)n3)(C5)C4)cc2)c1C	2%	0	-7	-6%	-1
15	C=CCn1c(N)nc2ccccc21	-7%	-5	4	-7%	0
16	Cc1cccc(C)c1NC(=O)CNC(=O)CCC(=O)c1cccs1	-1%	12	3	14%	0
17	CC1CCN(C(=O)CSc2nnc(-c3cc4ccccc4cc3O)n2Cc2ccco2)CC1	-4%	-3	21	?	?
18	CCOC(=O)C1=C(C)N(C)C(=S)NC1c1c(OCC)ccc2ccccc12 (configuration not stated)	3%	-5	-18	6%	-1
19	COc1ccc(NC(=O)CN(C)C(=O)CC2CCCCC2)cc1	13%	-10	0	6%	4
20	CCn1c(NCc2cc(OC)c(OC)c(OC)c2)nc2ccccc21	3%	-11	4	-15%	0

item	USP2a block	Mito fusion act	TCR act	Eya2 phos inh	KCNH2 3.1 block
11	0%	6%	-6%	-8%	-15
12	0%	2%	6%	-25%	-15
13	0%	2%	.	23%	.
14	1%	-3%	2%[46.1 µM]	-1%	9
15	-1%	-2%	3%	14%	0
16	1%	-1%	-6%[46.1 µM]	-1%	-2
17	-1%	17%	-1%	-3%	-1
18	2%	-4%	8%	-6%	8
19	-4%	1%	-3%	10%	-7
20	-1%	0%	-6%	-12%	-30

The listing continues.
item	Structure	A-T KAP1 phos	TSHR antag	KCNH2 WT inh	ELG1 DNA repair	TRPV1 agonist
21	O=Cc1ccc(O)c2ncccc12	-3%	-3	2	2.3µM*	2
22	O=C(COC(=O)c1ccc(O)cc1)NCC1CCCO1 (configuration not stated)	-3%	-3	3	11%	-2
23	CCCCCn1nc(C(=O)N(CCOC)c2c(N)n(CCCC)c(=O)[nH]c2=O)c2ccccc2c1=O	-6%	1	-6	17%	-2
24	COc1ccc(C)cc1N(C(=O)c1ccco1)C(C(=O)NC1CCCC1)c1cc(OC)c(OC)c(OC)c1 (configuration not stated)	-3%	.	-12	5%	3
25	O=[N+]([O-])c1ccc(N2CCN(c3cccc(Cl)c3)CC2)nc1	9%	-9	23	-5%	2
26	O=C(/C=C/Nc1cccc(C(F)(F)F)c1)c1ccc(Oc2ncccn2)cc1	0%	-4	-4	23%	0
27	O=C(NCc1ccccc1Cl)c1cnn2cccnc12	6%	-1	6	0%	2
28	Cc1ccc(-c2nc(SCC(=O)c3c(N)n(C4CC4)c(=O)[nH]c3=O)n[nH]2)cc1	-5%	-8	4	-10%	.
29	O=C1OC(c2cccs2)=N/C1=C/c1ccc(-c2cccc(C(=O)O)c2)o1	3%	4	-2	?	-4
30	Cc1ccc(C)c(-n2c(-c3ccncc3)n[nH]c2=S)c1	-14%	-3	-9	-2%	0

item	USP2a block	Mito fusion act	TCR act	Eya2 phos inh	KCNH2 3.1 block
21	0%	18%	8%	3%	12
22	1%	-7%	-1%	-1%	15
23	7%	-12%	-1%	-4%	-2
24	-1%	12%	-2%	-15%	-6
25	0%	0%	-4%	6%	-32
26	-1%	1%	8%	-8%	-9
27	2%	2%	4%	-11%	3
28	-1%	.	.	3%	11
29	-5%	10%	-3%	13%	2
30	9%	1%	-7%	10%	11

New compounds follow
item	Structure	A-T KAP1 phos	TSHR antag	KCNH2 WT inh	ELG1 DNA repair	TRPV1 agonist
31	CCOC(=O)C1(Cc2cccc(F)c2)CCN(C(=O)COC)CC1	-15%	-7	-6	?	1
32	O=C(CS(=O)(=O)Cc1ccccc1)NCCc1ccc(F)cc1	6%	-1	3	5%	1
33	COc1ccccc1N1CCN(S(=O)(=O)c2cccs2)CC1	1%	-2	-3	?	-1
34	CC(=O)C1=C(C)NC(C)=C(C(C)=O)C1c1cccs1	-3%	1	4	7%	-1
35	COc1ccccc1N1CCN(CC(C)N(C(=O)C2CCCCC2)c2ccccn2)CC1 (configuration not stated)	-3%	0	30	-18%	8
36	CC(C)(C)Cc1nnc(NC(=O)CCc2ccccc2)s1	-4%	-5	1	?	5
37	C#CCSc1ncc(-c2ccccc2)cn1	1%	1	6	?	7
38	CC1CCN(C(=O)COC(=O)c2cc(=O)[nH]c3ccccc23)CC1	-7%	-2	1	?	-5
39	CCOC(=O)c1ccc(NC(=O)c2nc[nH]c2C(=O)N[C@@H](CC(C)C)C(=O)OCc2ccccc2)cc1	5%	9	-1	11%	5
40	O=C(Cn1ncc(N2CCCC2)c(Br)c1=O)c1ccc(Cl)cc1	1%	-3	8	?	6

item	USP2a block	Mito fusion act	TCR act	Eya2 phos inh	KCNH2 3.1 block
31	-3%	1%	-4%	1%	-7
32	-2%	4%	9%	3%	-78*
33	-1%	-2%	-16%	-8%	6
34	-3%	-5%	-8%	17%	.
35	-2%	-11%	2%	-27%	-14
36	0%	-2%	-2%	-2%	10
37	0%	18%	-3%	-3%	-4
38	-1%	-6%	0%	8%	8
39	5%	8%	-1%	2%	-8
40	4%	6%	-2%	-5%	-16

Further entries follow:
item	Structure	A-T KAP1 phos	TSHR antag	KCNH2 WT inh	ELG1 DNA repair	TRPV1 agonist
41	COCCNCCCOc1ccc(C)cc1Br	5%	37	12	7%	4
42	Cc1ccc(NC(=S)NN2CCN(C)CC2)cc1	10%	11	-4	19%	2
43	CC1(C)CC(=O)C(C(=O)Cc2ccccc2[N+](=O)[O-])C(=O)C1	1%	5	7	17%	0
44	CCOC(=O)CNc1ccc2c(c1)OCO2	-4%	0	-5	3%	-2
45	Cc1cc(C)c(S(=O)(=O)NCc2ccc3c(c2)OCO3)c(C)c1	1%	-4	-15	-2%	4
46	CSc1nsc(SCC(=O)Nc2ccc(OC(C)=O)cc2)n1	3%	6	-2	?	28

item	USP2a block	Mito fusion act	TCR act	Eya2 phos inh	KCNH2 3.1 block
41	-5%	-2%	-1%	-1%	14
42	1%	-5%	-2%[46.1 µM]	2%	-25
43	0%	22%	0%[46.1 µM]	4%	8
44	9%	0%	2%	6%	4
45	-1%	9%	-18%	5%	-12
46	5%	-2%	-2%	1%	3

High-throughput results (PubChem BioAssay)
